Screening data from PubChem.
ALOX12 inh: Primary qHTS assay for inhibitors of human arachidonate 12S-lipoxygenase (ALOX12): Round 2; actives 1.1% (n = 580,000); Polyunsaturated fatty acid lipoxygenase ALOX12 (Homo sapiens), P18054; Potency, µM (doses to about 108 µM), for the others: top-dose activity change, negative = inhibition, hits mostly inhibitors; purified 12hLO, xylenol orange hydroperoxide absorbance; AID 1671190, 2021; also: potency is read from the fitted curve at half-maximal effect; % is scaled to controls: 0 for no effect and ±100 for the full control effect
Target sequence (P18054 whole entry, looked up): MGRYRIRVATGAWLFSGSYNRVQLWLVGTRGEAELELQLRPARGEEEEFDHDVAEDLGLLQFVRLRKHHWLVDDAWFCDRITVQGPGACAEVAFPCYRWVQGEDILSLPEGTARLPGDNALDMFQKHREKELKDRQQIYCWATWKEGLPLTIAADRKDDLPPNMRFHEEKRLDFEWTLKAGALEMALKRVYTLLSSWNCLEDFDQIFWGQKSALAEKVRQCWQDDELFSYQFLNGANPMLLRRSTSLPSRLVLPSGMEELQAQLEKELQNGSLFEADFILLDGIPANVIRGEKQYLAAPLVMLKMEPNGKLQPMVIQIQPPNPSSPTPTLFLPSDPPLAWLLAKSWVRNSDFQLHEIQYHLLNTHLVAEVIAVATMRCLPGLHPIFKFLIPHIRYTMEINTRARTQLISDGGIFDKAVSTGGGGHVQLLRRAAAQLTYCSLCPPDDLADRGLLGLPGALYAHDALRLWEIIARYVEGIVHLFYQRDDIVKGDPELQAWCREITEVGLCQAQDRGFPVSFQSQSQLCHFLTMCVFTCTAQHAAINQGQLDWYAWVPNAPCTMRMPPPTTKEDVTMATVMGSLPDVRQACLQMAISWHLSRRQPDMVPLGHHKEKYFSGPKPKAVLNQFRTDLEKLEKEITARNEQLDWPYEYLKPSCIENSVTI
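Purified human 12hLO at 150 nM in 25 mM Hepes, 0.01% Triton X-100, pH 7.0, preincubated 15 min at room temperature with compound. Reaction started with 40 uM arachidonic acid, 30 min at room temperature. Hydroperoxide measured by Fe-xylenol orange, 573/405 nm absorbance ratio.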
RGS4 inh: Inhibitors of Regulator of G Protein Signaling (RGS) 4: qHTS | AID 504845, 2011 | Transcreener GDP fluorescence polarization, RGS4-accelerated GTP hydrolysis | Regulator of G-protein signaling 4 (Homo sapiens), P49798 | actives 0.039% (n = 390,000) | Potency, µM (doses to about 114 µM), without a hit: at the highest dose activity change, negative = inhibition, most hits filed as inhibitors; also: potency is read from the fitted curve at half-maximal effect; % is scaled to controls: 0 for no effect and ±100 for the full control effect; nearly all actives have a fitted effect of over 75% in size; some results filed as inactive show a strong effect at the top dose
Target sequence (P49798 whole entry, looked up): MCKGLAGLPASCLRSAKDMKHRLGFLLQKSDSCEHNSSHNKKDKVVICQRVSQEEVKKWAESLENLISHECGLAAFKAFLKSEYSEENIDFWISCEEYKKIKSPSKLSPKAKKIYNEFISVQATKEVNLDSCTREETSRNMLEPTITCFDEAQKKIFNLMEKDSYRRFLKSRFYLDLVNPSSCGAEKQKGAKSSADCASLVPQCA
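MLSMR compounds (23 nl, pin-transferred) preincubated 10 min at room temperature with a 500nM (2x) first reagent, then RGS4 at 900nM (2x) plus Transcreener GDP mix added; fluorescence polarization (620/688 nm) read before and after 90 min at 30 °C.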
BAZ2B block: qHTS Assay for Inhibitors of BAZ2B | Bromodomain adjacent to zinc finger domain protein 2B (Homo sapiens), Q9UIF8 | AlphaScreen BAZ2B-H3K14Ac peptide displacement | Potency, µM (top dose mostly 114 µM), for inactives: at the highest dose activity change, negative = inhibition, hits mostly inhibitors | actives 4.4% (n = 360,000); also: potency is read from the fitted curve at half-maximal effect; % is scaled to controls: 0 for no effect and ±100 for the full control effect; nearly all actives have a fitted effect of over 60% in size
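BAZ2B 50 nM plus b-H3(5-23)K14Ac 50 nM, PBS pH 7.4/0.01% Tween-20, 30 min RT; compound added (max 110 uM), 30 min RT; streptavidin donor/Ni-chelate acceptor beads 10 ug/mL final, 20 min dark; AlphaScreen read.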
ERG-DNA inh: qHTS for Small Molecule Inhibitors of the ERG Ets/DNA interaction; Transcriptional regulator ERG (Homo sapiens), P11308; actives 0.028% (n = 370,000); Potency, µM (series often up to 76.9 µM), for the others: at the top dose FP activity, negative = inhibition, most hits filed as inhibitors; fluorescence polarization, His-ERG Ets domain / labelled DNA; active = well fitted inhibition curve with a large enough effect in the polarisation, with a control signal flat; inconclusive = small, poorly fitted or top-dose-only effect, or effect the other way, or a change in a side signal; inactive = no such curve, though single readings can be large or run the other way; the % refers to the polarisation;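 also: polarization taken with two DNA probes labelled with fluorescein and Texas red; potency is read from the fitted curve at half-maximal effect; % of control where 0% means no effect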
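His-tagged ERG Ets domain (1 uM in the protein solution; 300mM KCl, 50mM Tris-HCl, 1mM EDTA, 1mM DTT, pH 7.5) received compound, then a probe mix of 5 nM fluorescein-DNA and 100nM Texas-615-DNA. Fluorescence polarization was read for both dyes.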
GLS inh: qHTS for Inhibitors of Glutaminase (GLS); GLS enzymatic activity, qHTS titration; Glutaminase kidney isoform, mitochondrial (Homo sapiens), O94925; AID 624170, 2012; actives 0.21% (n = 410,000); Potency, µM (titrated, usually from 45.5 µM), for the others: top-dose activity change, negative = inhibition, hits mostly inhibitors; also: potency is read from the fitted curve at half-maximal effect; % is scaled to controls: 0 for no effect and ±100 for the full control effect
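hKGA in 45 mM KH2PO4 pH 8.2, 0.02% Tween-20 with pin-transferred compounds; 1 mM L-glutamine (stock) plus glutamate oxidase/HRP/Amplex Red coupling added. Fluorescence read initially and after 30 min at RT.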
PI4K2A block: qHTS for small molecular inhibitors of PI4K2A; Phosphatidylinositol 4-kinase type 2-alpha (Homo sapiens), Q9BTU6; purified PI4K2A, ADP-Glo luminescence, 1 h; hits give low values; activity change, negative = inhibition, % at 76.9 µM; actives 0.13% (n = 420,000); AID 1346378, 2018; in the data active = activity change below about -50%; inconclusive = mostly about -30% to -49%;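 also: -100% = wells without enzyme as full effect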
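ADP-Glo luminescence measured ADP generated by PI4K2A enzyme (4 ug/mL before mixing) with 1.2 mM PI substrate (pre-mix) and 300 microM ATP (pre-mix). Tris pH7.5 buffer with MgCl2, Triton X-100; 1 h reaction at ambient temperature.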
G9a block: qHTS Assay for Inhibitors of Histone Lysine Methyltransferase G9a; Histone-lysine N-methyltransferase EHMT2 (Homo sapiens), Q96KQ7; G9a H3K9 monomethylation, AlphaScreen, 2 h; Potency, µM (doses to about 102 µM), without a hit: at the highest dose activity, negative = inhibition, hits mostly inhibitors; actives 8.8% (n = 350,000); AID 504332, 2011; also: potency is read from the fitted curve at half-maximal effect; % is scaled to controls: 0 for no effect and ±100 for the full control effect; nearly all actives have a fitted effect of over 75% in size
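Using a bead-based AlphaScreen, monomethylated H3K9 product from 2 h room-temperature reactions (G9a 20 nM, peptide 500 nM, SAM 20 uM) was detected with 0.5 ug/mL rabbit anti-H3K9me1 antibody.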
HP1b chromo inh: HTS for Inhibitors of HP1-beta Chromodomain Interactions with Methylated Histone Tails; Potency, µM (titrated, usually from 114 µM), without a hit: at the highest dose activity change, negative = inhibition, usual class: inhibitors; Chromobox protein homolog 1 (Homo sapiens), P83916; actives 0.56% (n = 390,000); AlphaScreen HP1-beta / biotin-H3K9me3 peptide binding; also: potency is read from the fitted curve at half-maximal effect; nearly all actives have a fitted effect of over 70% in size; inactives centre near 23
Target sequence (P83916 whole entry, looked up): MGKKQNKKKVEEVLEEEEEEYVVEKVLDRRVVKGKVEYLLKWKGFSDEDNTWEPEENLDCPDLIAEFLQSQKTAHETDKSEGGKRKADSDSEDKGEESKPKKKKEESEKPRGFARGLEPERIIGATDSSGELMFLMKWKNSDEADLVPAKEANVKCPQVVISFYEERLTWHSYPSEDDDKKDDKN
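Compound inhibition of the preformed complex between 50 nM HP1-beta and 50 nM biotinylated H3K9me3 peptide was read by AlphaScreen. Buffer was PBS pH 7.4 with 0.01% Tween-20. Incubations ran 30 min at room temperature, with 10 ug/mL donor/acceptor beads.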
JMJD2A Tudor inh: qHTS Assay for Inhibitors of JMJD2A-Tudor Domain; Lysine-specific demethylase 4A (Homo sapiens), O75164; AlphaScreen JMJD2A-Tudor / H3K4me3 peptide binding; Potency, µM (highest dose often 114 µM), for inactives: top-dose activity change, negative = inhibition, most hits filed as inhibitors; actives 4.4% (n = 390,000); also: potency is read from the fitted curve at half-maximal effect; % is scaled to controls: 0 for no effect and ±100 for the full control effect; nearly all actives have a fitted effect of over 50% in size
Active calls of the source: *; & = joins results of further samples; [ ] = dose if it differs, or a comment. Unless noted, calls follow the shape of the dose curve; as a rule, active = well fitted curve in the direction sought with a large enough effect; inconclusive = small, poorly fitted or top-dose-only effect, or another doubt; inactive = no such curve, though single readings can be large; an effect the other way counts as inactive or inconclusive.

For N#CC(C(N)=O)=C1CCCCC1 the results were ALOX12 inh 119%[activator], RGS4 inh -12%, BAZ2B block 0%, ERG-DNA inh 2%, GLS inh 1%, PI4K2A block 0, G9a block 3%[12.7 µM], HP1b chromo inh 15% and JMJD2A Tudor inh -13%.
C/C(=N\NC(=O)c1cccc(F)c1)c1cccc(NC(=O)c2ccc(F)cc2)c1 was read as ALOX12 inh 0%, RGS4 inh -32%, BAZ2B block -12%, ERG-DNA inh 5%, GLS inh -9%, PI4K2A block -8, G9a block 5%, HP1b chromo inh 32% and JMJD2A Tudor inh -3%.
For CC[C@]12c3[nH]c4ccc(OC)cc4c3CCN1C(=O)C(CC(=O)NCCN1CCOCC1)C[C@@H]2C(=O)N1CCN(C(=O)c2ccco2)CC1 (stereo partly specified) the results were ALOX12 inh 26%, RGS4 inh -21%, ERG-DNA inh 0%, GLS inh 0%, PI4K2A block 2, HP1b chromo inh 20% and JMJD2A Tudor inh -29%.
O=[N+]([O-])c1ccc(NN=Cc2ccco2)nc1 was read as ALOX12 inh -21%, RGS4 inh -18%, ERG-DNA inh 8%, GLS inh -24%, PI4K2A block -2, HP1b chromo inh inconclusive and JMJD2A Tudor inh inconclusive.
O=[N+]([O-])c1cccc2cn[nH]c12 was read as ALOX12 inh 4%&0%, RGS4 inh -22%[56.9 µM], BAZ2B block -8%, ERG-DNA inh -3%, GLS inh 5%, PI4K2A block 2&6, G9a block -1%[59 µM], HP1b chromo inh 9% and JMJD2A Tudor inh -19%.
Cc1ccc(S(=O)(=O)N2CCOCC2)cc1C(=O)NCc1ccccc1CN1CCCC1 was read as ALOX12 inh -4%, RGS4 inh 16%, BAZ2B block -4%, ERG-DNA inh 3%, GLS inh 7%, PI4K2A block 3, G9a block 13%[59 µM], HP1b chromo inh 24% and JMJD2A Tudor inh -18%.
Screening COc1cc(CNn2c(C)n[nH]c2=S)cc(Br)c1OCC(=O)NC(C)(C)C returned ALOX12 inh -21%, RGS4 inh -27%, BAZ2B block -8%, ERG-DNA inh 1%, GLS inh -6%, PI4K2A block -11, G9a block 4µM*, HP1b chromo inh 26% and JMJD2A Tudor inh inconclusive.
CC(C)Cn1cc(C(=O)NCC2CCCO2)c2c3ccccc3n(C)c2c1=O (stereo unspecified) was read as ALOX12 inh inconclusive, RGS4 inh -10%, BAZ2B block 3%, ERG-DNA inh 0%, GLS inh 1%, PI4K2A block 2, G9a block -28%[12.7 µM], HP1b chromo inh 39% and JMJD2A Tudor inh -23%.
For CCCCN(C(=O)C1CCCC1)c1c(N)n(CCC)c(=O)[nH]c1=O the results were ALOX12 inh 2%, RGS4 inh 1%, BAZ2B block 10%, ERG-DNA inh -2%, GLS inh 10%, PI4K2A block 1, G9a block inconclusive, HP1b chromo inh 14% and JMJD2A Tudor inh -6%.
Cc1[nH]c(C(=O)O)c(C#N)c1C(=O)c1ccccc1 was read as ALOX12 inh 0%, RGS4 inh 25%, BAZ2B block -18%, ERG-DNA inh 11%, GLS inh 8%, PI4K2A block -1, G9a block inconclusive, HP1b chromo inh 15% and JMJD2A Tudor inh -14%.
`CCOC(=O)N1CCN(C(=O)Cn2ncc3ccccc32)CC1` gave ALOX12 inh -3%, RGS4 inh -36%, BAZ2B block 12%, ERG-DNA inh 1%, GLS inh 4%, PI4K2A block -5, G9a block 13%[59 µM], HP1b chromo inh -6% and JMJD2A Tudor inh 79µM*.
CNC(=O)c1sccc1SCc1ccc(Cl)cc1Cl was read as ALOX12 inh 5%, RGS4 inh -26%, BAZ2B block 7%, ERG-DNA inh -7%, GLS inh -7%, PI4K2A block -7, G9a block 9%, HP1b chromo inh 74%[activator] and JMJD2A Tudor inh -4%.
Screening O=c1[nH]c2cnccc2n1-c1ccccc1 returned ALOX12 inh 0%, RGS4 inh 6%, BAZ2B block 8%, ERG-DNA inh -8%, GLS inh 0%, PI4K2A block 1, G9a block 23%[59 µM], HP1b chromo inh 29% and JMJD2A Tudor inh -2%.
Screening O=C(NCc1ccccc1)C(c1ccc(O)cc1)N(C(=O)c1cnccn1)c1ccccc1 (stereo unspecified) returned ALOX12 inh -9%, RGS4 inh -3%, BAZ2B block 5%, ERG-DNA inh -1%, GLS inh 8%, PI4K2A block -2, G9a block 11%, HP1b chromo inh 25% and JMJD2A Tudor inh -13%.
For COc1ccc(-c2cc(C(F)(F)F)nc(N3CCN(C)CC3)n2)cc1OC the results were ALOX12 inh -8%, RGS4 inh 24%, BAZ2B block -29%, ERG-DNA inh 4%, GLS inh 15%, PI4K2A block 0, HP1b chromo inh 4% and JMJD2A Tudor inh -14%.
Screening CCCNC(=O)c1ccc(CN2CCOCC2)cc1 returned ALOX12 inh -9%, RGS4 inh -14%[11.4 µM], BAZ2B block -3%, ERG-DNA inh 2%, GLS inh 0%, PI4K2A block -1, HP1b chromo inh 13% and JMJD2A Tudor inh -4%.
Screening Cn1ncc(Br)c1C(=O)NC1CCCC1 returned ALOX12 inh 7%, RGS4 inh 11%, BAZ2B block -15%, ERG-DNA inh -5%, GLS inh 0%, PI4K2A block -3, G9a block 27%, HP1b chromo inh 23% and JMJD2A Tudor inh 7%.
For CCc1nnc(NC(=O)C2CCC2)s1 the results were ALOX12 inh 6%, RGS4 inh 54%[activator], BAZ2B block 4%, ERG-DNA inh -9%, GLS inh 1%, PI4K2A block 0, G9a block 8%[59 µM], HP1b chromo inh 50%[activator] and JMJD2A Tudor inh -15%.
CCCNC(=O)c1cnn2c(C(F)F)cc(-c3ccccc3)nc12 was read as ALOX12 inh -22%, RGS4 inh 2%, BAZ2B block 4%, ERG-DNA inh 3%, GLS inh -9%, PI4K2A block -6, G9a block -23%[59 µM], HP1b chromo inh 35% and JMJD2A Tudor inh -4%.
Screening COc1ccc(-c2c(NC(=O)CC(C)C)n(C)c3ccccc3c2=O)cc1OC returned ALOX12 inh 8%, RGS4 inh -10%, BAZ2B block 3%, ERG-DNA inh 4%, GLS inh -11%, PI4K2A block 3, G9a block 1%, HP1b chromo inh 53%[activator] and JMJD2A Tudor inh -4%.

Compounds shown so far with a nitro group on carbon (2):
O=[N+]([O-])c1ccc(NN=Cc2ccco2)nc1 was read as ALOX12 inh -21%, RGS4 inh -18%, ERG-DNA inh 8%, GLS inh -24%, PI4K2A block -2, HP1b chromo inh inconclusive and JMJD2A Tudor inh inconclusive.
O=[N+]([O-])c1cccc2cn[nH]c12 was read as ALOX12 inh 4%&0%, RGS4 inh -22%[56.9 µM], BAZ2B block -8%, ERG-DNA inh -3%, GLS inh 5%, PI4K2A block 2&6, G9a block -1%[59 µM], HP1b chromo inh 9% and JMJD2A Tudor inh -19%.

Later entries.
COc1cc(NS(=O)(=O)c2ccc(N/C=C(\C#N)c3nc4ccccc4o3)cc2)nc(OC)n1 was read as ALOX12 inh 281%[activator], RGS4 inh -12%, BAZ2B block inconclusive, ERG-DNA inh 8%, GLS inh 14%, PI4K2A block 4, G9a block 16%[2.33 µM], HP1b chromo inh -1% and JMJD2A Tudor inh inconclusive.
`COc1ccc(C(=O)CSc2nnc(-c3ccoc3C)n2CC2CCCO2)cc1` (stereo unspecified) gave ALOX12 inh 8%, RGS4 inh inconclusive, BAZ2B block -32%, ERG-DNA inh -4%, GLS inh 13%, PI4K2A block -1, G9a block inconclusive, HP1b chromo inh 33% and JMJD2A Tudor inh -13%.
`N=c1c(C(=O)NCCc2ccccc2)cc2c(=O)n3ccccc3nc2n1CCCN1CCOCC1` gave ALOX12 inh -26%, RGS4 inh -19%, BAZ2B block 4%, ERG-DNA inh -1%, GLS inh -5%, PI4K2A block -21, G9a block 18%, HP1b chromo inh -12% and JMJD2A Tudor inh inconclusive.
Cc1ccc(NC(=O)CCC(=O)OCC(=O)c2ccc(Oc3ccc([N+](=O)[O-])cc3)cc2)c(C)c1 was read as ALOX12 inh -4%, RGS4 inh 21%, BAZ2B block -4%, ERG-DNA inh -9%, GLS inh 3%, PI4K2A block 4, G9a block -14%, HP1b chromo inh 5% and JMJD2A Tudor inh -23%.

The list is partial; the hit share may differ from the screen's.
